High-throughput results (PubChem)
GalR3 antag: GalR3 antagonists in HEK293 cells, primary screen, cell-based, fluorescence readout. inhibition, % at 3 µM. AID 651719, 2012. actives 0.44% (n = 360,000). HEK293 GalR3-CNG cAMP membrane potential fluorescence; galR3 body fused to GalR1 C-terminus. Galanin receptor type 3 (Homo sapiens), O60755;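 active = inhibition above the screen-wide average plus 3 SD, cut at about 13% in these data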;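 also: forskolin and galanin both at EC90 stimulate the cells; cAMP rise reported by CNG channel membrane potential dye signal; 0% = forskolin plus galanin with DMSO and 100% = forskolin alone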
Target sequence (O60755 1-299 limits assumed): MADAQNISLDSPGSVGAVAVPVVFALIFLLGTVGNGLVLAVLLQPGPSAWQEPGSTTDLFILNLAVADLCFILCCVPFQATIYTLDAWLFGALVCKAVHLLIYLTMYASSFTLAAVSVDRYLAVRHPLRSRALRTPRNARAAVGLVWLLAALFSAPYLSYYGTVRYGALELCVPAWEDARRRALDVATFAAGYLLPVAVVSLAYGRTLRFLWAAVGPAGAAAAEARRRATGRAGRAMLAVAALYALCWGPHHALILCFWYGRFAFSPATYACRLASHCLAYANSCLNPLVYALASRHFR
Active calls of the source: *. The list is partial; the hit share may differ from the screen's.

How did COC(=O)[C@]12C[C@H](CC(=O)NCCc3ccccc3OC)C(=O)N(Cc3ccccc3)C1=C[C@H](C(C)C)O[C@@H]2C1CC1 do in these assays?
GalR3 antag: -6.8

What do the screens show for `COc1ccc(C(C)=O)cc1Cn1c(C)c(C(=O)NCCC#N)sc1=O`?
GalR3 antag: -1.4

What do the screens show for `CC1=C(C(=O)N2CCCCCC2)CC(CC(=O)NCCCN(C)C)C(=O)N1Cc1ccc(F)cc1` (centres undefined)?
GalR3 antag: -6.7

How did C=CCCC(=O)N1C[C@H]2CCN(C)[C@H]2C[C@H]1c1ccccc1Br do in these assays?
GalR3 antag: -7.2

What do the screens show for `Cc1cccc(C)c1NC(=O)C1(C)CSCC(=O)N1CCc1ccc(O)cc1` (centres undefined)?
GalR3 antag: -4.9

Results for CCOC(=O)C1=CCN(S(=O)(=O)c2ccc(F)cc2)C1c1ccc(C)cc1 (centres undefined) ?
GalR3 antag: -8.2

Results for CC1CCC(NC(=O)C2CCC(CNS(=O)(=O)c3ccc4c(c3)C(C)(C)C(=O)N4C)CC2)CC1 (centres undefined) ?
GalR3 antag: 1.1

How did COc1ccc(CCNC(=O)Nc2ccc3c(c2)c(=O)n(C)n3CC=C(C)C)cc1OC do in these assays?
GalR3 antag: 3.6

What do the screens show for `O=c1[nH][nH]c2c1[C@@H](c1ccc(F)cc1)O[C@H](CCOCc1ccccc1)C2`?
GalR3 antag: -5.3

Results for CCOC(=O)C1=C(C(=O)OCC)C2N(Cc3ccc(Br)cc3)c3ccccc3[C@@]23C[C@@H](C(=O)OC)N(S(=O)(=O)c2ccc(F)cc2)C3=N1 (some centres undefined) ?
GalR3 antag: -4.3

What do the screens show for `CC1(C(=O)NS(=O)(=O)c2ccc(Cl)cc2)CCN1C(=O)C1CC1` (centres undefined)?
GalR3 antag: -3.8

Results for CC(=O)Nc1cccc(-c2cc(NC(C)=O)c3ncc(-c4cccc(C(F)(F)F)c4)n3c2)c1 ?
GalR3 antag: -4.7

How did CC1=C(C(=O)N(C(C)C)C(C)C)CC(CC(=O)NCc2cccc3ccccc23)C(=O)N1Cc1ccc(C(C)(C)C)cc1 (centres undefined) do in these assays?
GalR3 antag: 9.8

What do the screens show for `CC(C)(C)OC(=O)N1C(=O)[C@](OC(=O)c2ccccc2)(c2ccc(F)cc2)c2ccccc21`?
GalR3 antag: -11.9

What do the screens show for `CCNC(=O)C1(C)CCCN1C(=O)c1c(F)cccc1F` (centres undefined)?
GalR3 antag: -7.3

What do the screens show for `COc1cccc(Nc2nc(CN)cs2)n1`?
GalR3 antag: -0.9

How did N#Cc1cccc(C(=O)C(=O)N2CCC(c3ccccc3)CC2)c1 do in these assays?
GalR3 antag: -4.5

What do the screens show for `O=C(NCc1ccccc1)c1cc(C2CCCCN2C(=O)CCc2ccccc2)on1` (centres undefined)?
GalR3 antag: -8.1

How did COC[C@H]1CCCN1c1ccc2c(c1)O[C@H](COCc1ccccc1)CN([C@H](C)c1ccccc1)S2(=O)=O do in these assays?
GalR3 antag: -3.6

Results for CC(=O)c1cccc(-c2cnc3c(NC=O)cc(-c4ccc(F)cc4)cn23)c1 ?
GalR3 antag: -3.2

Results for N#Cc1cccc(NC(=O)c2cc(C3CCCCN3C(=O)c3ccc4c(c3)CCO4)on2)c1 (centres undefined) ?
GalR3 antag: -4.5

How did CN(Cc1ccccc1)C(=O)c1ccc(Nc2nc(C(N)Cc3ccccc3)cs2)nc1 (centres undefined) do in these assays?
GalR3 antag: -7.6

What do the screens show for `CN(C)c1ccc(CNC(=O)C2(C)Cc3c(-c4cccc(C(N)=O)c4)ccnc3O2)cc1` (centres undefined)?
GalR3 antag: -0.1

What do the screens show for `CC1(C(=O)NCc2ccccc2)Cc2c(-c3ccc(C(N)=O)cc3)ccnc2O1` (centres undefined)?
GalR3 antag: -2.4

Results for CCN(Cc1ccccc1)C(=O)Nc1c(Cl)cccc1Cl ?
GalR3 antag: -8.0

What do the screens show for `COc1cc(OC)cc(C2=Cc3ccccc3C(CC(=O)c3ccco3)N2c2ccc(-c3cnc(OC)nc3)cc2)c1` (centres undefined)?
GalR3 antag: -1.9

Results for Cc1ccccc1-c1nc(NCC2CC2)nc2ccsc12 ?
GalR3 antag: -7.2

Results for COc1ccc(CN2C(=O)CN(S(C)(=O)=O)CC2(C)C(=O)NC(C)C)cc1 (centres undefined) ?
GalR3 antag: -5.6

What do the screens show for `CC(C)(C)c1ccc(CC(=O)N2CCC2(C)C(=O)NS(=O)(=O)c2cccc(C#N)c2)cc1` (centres undefined)?
GalR3 antag: -5.4

Results for CSc1c(N(C)C)c(=O)c1=S ?
GalR3 antag: -7.7

What do the screens show for `c1coc(-c2ccc3nncn3c2)c1`?
GalR3 antag: -1.1

Results for CCCCCCCCN1C(=O)[C@H](CC(=O)N2CCCC2)C[C@@]2(C(=O)OC)CC(C)(C)CC=C12 ?
GalR3 antag: -7.9

What do the screens show for `Cc1ccccc1S(=O)(=O)NC(=O)C1(C)CCN1C(=O)C(C)(C)c1ccccc1` (centres undefined)?
GalR3 antag: 0.9

Results for COc1ccccc1C(=O)Nc1nnc([C@@H]2C[C@H](O)[C@@H](CO)O2)s1 ?
GalR3 antag: 1.4

How did CCCCCc1c(-c2cccc(F)c2)ncn1CCc1ccccc1OC do in these assays?
GalR3 antag: -8.3

How did CCCCCCCCN1C(=O)[C@@H](CC(=O)NCc2cccc(C(F)(F)F)c2)C[C@@]2(C(=O)OC)C1=C[C@H](C1CCCC1)O[C@@H]2C do in these assays?
GalR3 antag: -3.9

Results for COC(=O)C[C@@H]1CC[C@H](NC(=O)c2cnccn2)[C@@H](CO)O1 ?
GalR3 antag: -4.2

How did CC(=O)NC(C)(c1ccccc1)c1nc(-c2cccc(F)c2)cs1 (centres undefined) do in these assays?
GalR3 antag: -6.0

What do the screens show for `COC(=O)c1ccc(C(=O)N2CCCCCC2(C)C(=O)NC(C)C)cc1` (centres undefined)?
GalR3 antag: -7.7

What do the screens show for `CCc1nc2ccc(C(=O)NCc3ccccc3OC)cn2c1N(C=O)CCC(C)C`?
GalR3 antag: -1.4

A draw from above in order of heavy-atom count, low to high.
What do the screens show for `CC1(C(=O)NCc2ccccc2)Cc2c(-c3ccc(C(N)=O)cc3)ccnc2O1` (centres undefined)?
GalR3 antag: -2.4

What do the screens show for `CCc1nc2ccc(C(=O)NCc3ccccc3OC)cn2c1N(C=O)CCC(C)C`?
GalR3 antag: -1.4

How did CC1=C(C(=O)N(C(C)C)C(C)C)CC(CC(=O)NCc2cccc3ccccc23)C(=O)N1Cc1ccc(C(C)(C)C)cc1 (centres undefined) do in these assays?
GalR3 antag: 9.8

Quoted from the listing, five compounds:
Results for N#Cc1cccc(NC(=O)c2cc(C3CCCCN3C(=O)c3ccc4c(c3)CCO4)on2)c1 (centres undefined) ?
GalR3 antag: -4.5

How did CN(Cc1ccccc1)C(=O)c1ccc(Nc2nc(C(N)Cc3ccccc3)cs2)nc1 (centres undefined) do in these assays?
GalR3 antag: -7.6

What do the screens show for `CN(C)c1ccc(CNC(=O)C2(C)Cc3c(-c4cccc(C(N)=O)c4)ccnc3O2)cc1` (centres undefined)?
GalR3 antag: -0.1

What do the screens show for `CC1(C(=O)NCc2ccccc2)Cc2c(-c3ccc(C(N)=O)cc3)ccnc2O1` (centres undefined)?
GalR3 antag: -2.4

Results for CCN(Cc1ccccc1)C(=O)Nc1c(Cl)cccc1Cl ?
GalR3 antag: -8.0

Filtered by structure: the entries above with a Cl atom
What do the screens show for `CC1(C(=O)NS(=O)(=O)c2ccc(Cl)cc2)CCN1C(=O)C1CC1` (centres undefined)?
GalR3 antag: -3.8

Results for CCN(Cc1ccccc1)C(=O)Nc1c(Cl)cccc1Cl ?
GalR3 antag: -8.0

Other records:
How did CCc1nc2c(OCc3ccccc3)cccn2c1N(C)C(=O)Nc1ccccc1OC do in these assays?
GalR3 antag: -10.0

Results for CC1(C(=O)Nc2ccc3c(c2)OCCO3)CSCC(=O)N1CCOc1ccccc1 (centres undefined) ?
GalR3 antag: -5.8

Results for CN(CCc1ccccc1)C(CCc1ccccc1)C(=O)Nc1ccc2c(c1)OCCO2 (centres undefined) ?
GalR3 antag: -5.1

Results for CC(C(=O)NC1CCCC1)n1c(-c2ccccn2)nc2ccccc21 (centres undefined) ?
GalR3 antag: -8.2

How did CCCCNC(=O)c1c(N)[nH]c(C(=O)c2ccccc2)c1-c1ccccn1 do in these assays?
GalR3 antag: -7.3

What do the screens show for `COC(=O)[C@@]12C[C@@H](CC(=O)NCCc3ccccc3OC)C(=O)N(Cc3ccco3)C1=CCC(C)(C)C2`?
GalR3 antag: -9.5

Results for CCN(CC)c1ncnc2c1ncn2[C@H]1CN(Cc2ccco2)C[C@@H](CO)O1 ?
GalR3 antag: -2.9

How did CC(C)C[C@@H]1NC(=O)[C@@H]2CSCCS(=O)(=O)N2C1=O do in these assays?
GalR3 antag: -2.1

Results for Cc1ccc(C(=O)N2CCC[C@@H]2C(=O)N2CCC[C@H]2C(=O)NCc2ccccc2)cc1C ?
GalR3 antag: -3.4

What do the screens show for `COCCCNC(=O)c1cccc2c(-c3ccc(O)c(OC)c3)coc12`?
GalR3 antag: -3.0

What do the screens show for `CCCCNC(=O)C1(C)CCN1C(=O)c1cccnc1Oc1ccccc1` (centres undefined)?
GalR3 antag: -5.8

How did COc1ccc(OC)c(S(=O)(=O)NCC2CCN(C(=O)C(=O)c3cccs3)CC2)c1 do in these assays?
GalR3 antag: -6.4

How did COC(=O)[C@@]12C[C@@H](CC(=O)N3CCN(C(=O)C4CC4)CC3)C(=O)N(Cc3ccco3)C1=CCC(C)(C)C2 do in these assays?
GalR3 antag: -7.8

How did N#Cc1ccc(-c2nc3c(Cl)cc(C(F)(F)F)cn3c2Cc2ccccc2C(F)(F)F)cc1 do in these assays?
GalR3 antag: -0.5

What do the screens show for `C[C@H]1COc2cc(N3CCCCC3)ccc2S(=O)(=O)N1`?
GalR3 antag: -4.4

What do the screens show for `COc1ccccc1-c1cc(NC(C)=O)c2ncc(-c3ccc(F)cc3)n2c1`?
GalR3 antag: -5.7

What do the screens show for `CC(=O)Nc1ccc(C2=NOC(C)(C)C(=O)N2Cc2cccc(C#N)c2)cc1`?
GalR3 antag: -0.7

What do the screens show for `Nc1[nH]c(C(=O)c2ccccc2)c(-c2ccccc2Br)c1C(=O)NCCc1ccc(Cl)cc1Cl`?
GalR3 antag: -2.7

How did CCNC(=O)C1(C)CCCN1C(=O)c1ccc2c(c1)OCO2 (centres undefined) do in these assays?
GalR3 antag: -6.1

What do the screens show for `CCCCCNC(=O)C(c1ccnc2ccccc12)n1c(=O)c(-c2ccccc2)nc2ccccc21` (centres undefined)?
GalR3 antag: -5.1

How did COc1ccc(S(=O)(=O)NC(=O)C2(C)CCN2C(=O)C2(c3ccccc3)CCCC2)cc1 (centres undefined) do in these assays?
GalR3 antag: -3.7

How did C[C@H]1CN([C@@H](C)CO)C(=O)c2c(c3ccccc3n2C)-c2ccccc2CO[C@H]1CN(C)C(=O)Nc1cccc(F)c1 do in these assays?
GalR3 antag: -4.8

Results for O=[N+]([O-])c1nccn1CCCCCCCCCCCN1CCOCC1 ?
GalR3 antag: -7.8

What do the screens show for `OC(c1ccc(F)c(F)c1)c1nc(-c2cnc3ccccc3c2)cs1` (centres undefined)?
GalR3 antag: -4.8

What do the screens show for `Cc1ccc(S(=O)(=O)NC(=O)C2(C)CCN2C(=O)C2CCCCC2)nc1` (centres undefined)?
GalR3 antag: -6.1

What do the screens show for `CCC1CC(C(=O)O)CC(=O)N1` (centres undefined)?
GalR3 antag: -7.7

How did CCOC(=O)C1=CCN(S(=O)(=O)c2ccccc2F)C1c1cccc(F)c1 (centres undefined) do in these assays?
GalR3 antag: -7.5

How did COC(=O)[C@]12CCCCC=C1N(Cc1ccccc1)C(=O)[C@H](CC(=O)N1CCSCC1)C2 do in these assays?
GalR3 antag: -4.6

What do the screens show for `OC[C@@H]1CN(Cc2ccc(-c3ccccc3)cc2)C[C@H](n2cnc3c(N4CCOCC4)ncnc32)O1`?
GalR3 antag: -5.9

How did CCc1nc2c(OCc3cc(Cl)cc(Cl)c3)cccn2c1N(C)C(=O)Nc1ccccc1OC do in these assays?
GalR3 antag: -7.4

How did COC(=O)c1ccc2nc(-c3ccco3)c(Cc3cccc(Cl)c3)n2c1 do in these assays?
GalR3 antag: -2.6

How did CCCCNC(=O)C1(C)CCN1C(=O)c1cc2ccccc2s1 (centres undefined) do in these assays?
GalR3 antag: -5.3

How did CC1=C(C(=O)N2CCCCCC2)CC(CC(=O)NCCCCc2ccccc2)C(=O)N1Cc1ccccc1 (centres undefined) do in these assays?
GalR3 antag: -6.7

What do the screens show for `COc1cccc(NC(=O)C2(C)CCCN2C(=O)C(C)C)c1` (centres undefined)?
GalR3 antag: 3.0
